SR-BI uptake up – activators of SR-BI mediated DiI-HDL uptake, primary screen, ldlA[mSR-BI] CHO cells, DiI fluorescence. activation, % at 12.5 µM. 320,000 tested, 0.096% active. 3 h; 100 = double the neutral-control signal;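 active means mean replicate activation of at least 60% and every replicate at or above 60%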;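 further: 0% = median plate neutral-control signal and 100% = twice that signal; values of inactives mirror those of a sister screen read the other way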
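System: LDL receptor-deficient CHO ldlA cells overexpressing murine SR-BI | Timing: 3 h uptake period with compound, 37 °C | Medium: HEPES-buffered (25 mM, pH 7.4) F12 plus 0.5% BSA | Dosing: Single-point compound dose | Signal: Bottom-read fluorescence, 550/595 nm | Read-out: Retained DiI signal reflecting DiI-HDL uptake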
dFosB act – activators of delta FosB homodimer, primary screen, biochemical, fluorescence polarization, TAMRA-CDK5 oligo, single point; AID 493131, 2011; Protein FosB (Mus musculus), P13346; purified delta FosB; percent of positive-control signal above neutral wells; 340,000 tested, 0.99% active; activation, % at 25 µM;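 active means mean activation above about 17%, with every replicate also reaching it, limit read from the data, passing the limit was not always enough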;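 further: fluorescence polarization rise as delta FosB binds a TAMRA Cdk5 AP-1 oligo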
Target sequence (P13346 whole entry, looked up): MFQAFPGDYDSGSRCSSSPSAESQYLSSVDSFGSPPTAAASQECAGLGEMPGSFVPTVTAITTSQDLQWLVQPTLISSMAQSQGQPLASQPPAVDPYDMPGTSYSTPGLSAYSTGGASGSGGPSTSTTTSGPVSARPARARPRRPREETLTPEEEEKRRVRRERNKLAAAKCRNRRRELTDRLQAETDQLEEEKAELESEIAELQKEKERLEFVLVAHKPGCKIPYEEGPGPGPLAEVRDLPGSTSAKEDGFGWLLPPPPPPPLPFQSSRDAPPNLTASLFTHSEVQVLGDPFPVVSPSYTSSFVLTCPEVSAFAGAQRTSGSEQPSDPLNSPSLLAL
CAL PDZ FP-1 – CAL PDZ peptide-binding inhibitors, primary screen, biochemical, fluorescence polarization, Cer-tagged CAL PDZ, HTS; purified CAL PDZ, TMR-peptide fluorescence polarization, 1 h; inhibition, % at 20 µM; Golgi-associated PDZ and coiled-coil motif-containing protein (Homo sapiens), Q9HD26; 330,000 tested, 0.02% active; AID 504414, 2011;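 active means highest replicate inhibition of at least 40%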;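 further: plate controls were DMSO neutral control wells for no effect and unlabeled competitor peptide control wells for full effect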
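System: tagged CAL PDZ domain. Schedule: 1 h room-temperature incubation prior to read. Signal: fluorescence polarization (mP). Measure: percent inhibition from loss of millipolarization.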
NSD2 inh – NSD2 histone methyltransferase inhibitors, primary screen, biochemical, AlphaScreen, single concentration, set 2. AID 743445, 2014. 310,000 tested, 0.54% active. Histone-lysine N-methyltransferase NSD2 (Homo sapiens), O96028. inhibition, % at 12.5 µM. NSD2 peptide methylation, 120 min; in the data active means inhibition above about 50%
CAL PDZ FP-2 – untagged CAL PDZ binding inhibitors, primary screen, biochemical, fluorescence polarization, HTS; AID 602252, 2012; 300,000 tested, 0.92% active; Golgi-associated PDZ and coiled-coil motif-containing protein (Homo sapiens), Q9HD26; purified CAL PDZ, TMR-peptide fluorescence polarization, 1 h; inhibition, % at 24.9 µM;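 active means mean inhibition of at least 30% with at least half of replicates also reaching 30%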;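 further: 0% = DMSO neutral control and 100% = excess unlabeled competitor peptide PRC23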
Rtt109 HAT inh – inhibitors of C. albicans Rtt109/Vps75 HAT, primary screen, biochemical, ThioGlo CoA-SH fluorescence, plate reader; 330,000 tested, 0.16% active; inhibition, % at 34.9 µM; Histone acetyltransferase RTT109 (Candida albicans (strain SC5314 / ATCC MYA-2876)), …; purified Rtt109/Vps75, 4 h; AID 540336, 2011;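 active means inhibition of at least 50% in every replicate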
MITF act – activators of MITF-driven TRPM1 promoter reporter, primary screen, cell-based, SK-MEL-5, luciferase, single point; SK-MEL-5 TRPM1-promoter luciferase, 24 h; % of positive control, neutral wells = 0; activation, % at 12.5 µM; 300,000 tested, 0.75% active;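 active means mean activation of at least 80% with every replicate also reaching 80%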;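 further: 0% = neutral control wells and 100% = parthenolide positive control wells; values of inactives mirror those of a sister screen read the other way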
PvdQ acylase – P. aeruginosa PvdQ acylase inhibitors, primary screen, biochemical, fluorescence, plate reader and imaging, single point | purified PvdQ acylase | inhibition, % at 10 µM | 340,000 tested, 0.063% active | AID 488965, 2010; in the data active means inhibition above about 30%, passing the limit was not always enough;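 further: 0% = vehicle neutral wells and 100% = reference inhibitor wells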
PfHsp90 yeast 2 – growth inhibition of PfHsp90-expressing yeast, primary screen, antimalarial PfHsp90 inhibitor project, S. cerevisiae, BacTiter-Glo luminescence, single point, set 2. 310,000 tested, 0.32% active. inhibition, % at 9.4 µM. AID 504621, 2011. BacTiter-Glo ATP, 48 h; yeast lacking PDR1 and PDR3 efflux regulators;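 active means every replicate shows inhibition above about 80%, whatever the replicate mean, limit read from the data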;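 further: 0% = DMSO neutral controls and 100% = 20 µM radicicol positive controls; yeast relying on Plasmodium falciparum Hsp90 in place of its own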
SR-BI DiI inh – inhibitors of SR-BI mediated HDL lipid uptake, primary screen, ldlA[mSR-BI] cells, fluorescence, single point. Scavenger receptor class B member 1 (Mus musculus), Q61009. ldlA[mSR-BI] CHO cells, DiI-HDL uptake fluorescence, 3 h. inhibition, % at 12.5 µM. 320,000 tested, 0.96% active;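 active means mean replicate inhibition of at least 70% and a set share of replicates each scoring 70 or more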;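 further: 0% = median of neutral control wells and 100% = median of positive control wells; values of inactives mirror those of a sister screen read the other way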
Target sequence (Q61009 whole entry, looked up): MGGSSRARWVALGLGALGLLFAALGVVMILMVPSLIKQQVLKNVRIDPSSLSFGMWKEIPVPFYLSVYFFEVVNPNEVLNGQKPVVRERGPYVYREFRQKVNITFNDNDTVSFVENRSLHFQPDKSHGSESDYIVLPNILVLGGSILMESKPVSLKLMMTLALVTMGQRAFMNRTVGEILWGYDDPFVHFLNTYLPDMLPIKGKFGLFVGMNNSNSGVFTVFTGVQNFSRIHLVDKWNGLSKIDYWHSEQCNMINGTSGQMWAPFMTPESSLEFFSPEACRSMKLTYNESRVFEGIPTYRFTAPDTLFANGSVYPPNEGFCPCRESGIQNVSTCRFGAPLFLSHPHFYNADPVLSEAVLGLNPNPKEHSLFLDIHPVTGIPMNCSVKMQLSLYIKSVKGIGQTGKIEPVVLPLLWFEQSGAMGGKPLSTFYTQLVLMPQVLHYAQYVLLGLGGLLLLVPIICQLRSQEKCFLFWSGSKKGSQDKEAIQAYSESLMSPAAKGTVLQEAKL
Starred values were filed as active, the others as inactive; . = not tested or not shown.

entry	SMILES	SR-BI uptake up	dFosB act	CAL PDZ FP-1	NSD2 inh	CAL PDZ FP-2	Rtt109 HAT inh	MITF act	PvdQ acylase	PfHsp90 yeast 2	SR-BI DiI inh
1	CC(=O)C1=C(O)C(=O)N(c2cccnc2)C1c1cccc([N+](=O)[O-])c1 (stereo unspecified)	2.7	1.4	1.1	-7.2	-0.9	-23.7	-10.4	-3.3	8.7	-2.7
2	CC(=O)Nc1nc(-c2ccc(Cl)cc2)nc(C)c1C(C)=O	-2.3	-2.0	1.1	47.4	1.4	6.1	.	-13.7	18.0	2.3
3	CN(CC1CCCN(CCc2cccc(C(F)(F)F)c2)C1)C(=O)c1ccc2nc[nH]c2c1 (stereo unspecified)	7.6	-5.7	-0.1	15.5	8.0	-1.8	-3.8	-8.4	3.6	-7.6
4	CCCCCOCC1CC(C/C(C)=N/Nc2nc(-c3ccccc3)cs2)C(=O)O1 (stereo unspecified)	-19.3	-9.9	-0.5	4.5	1.3	-14.8	-3.3	2.7	-8.9	19.3
5	Cc1cc(C)n2nc(C(=O)Nc3cc(S(=O)(=O)N4CCCCC4)ccc3C)nc2n1	-47.4	-15.7	-0.2	2.5	.	-1.5	0.6	-2.4	27.8	47.4
6	CC(C)c1ccccc1OCCCCN1CCCCC1	7.7	-3.6	0.1	8.2	.	0.6	-5.8	-4.6	21.4	-7.7
7	COc1ccc(S(=O)(=O)NCc2cccnc2)c2ccccc12	-4.0	-4.3	-2.8	12.2	-3.7	-1.5	-3.4	-2.1	1.6	4.0
8	CC(=O)N1CCN(C(=O)CC2OC(=O)c3ccccc32)CC1 (stereo unspecified)	17.8	-3.2	-1.1	0.8	-1.3	5.4	-24.2	0.6	11.7	-17.8
9	O=C1CCCN1CCCNC(=S)Nc1ccc(F)c(Cl)c1	2.5	1.4	-2.2	1.8	-11.2	-1.4	-9.2	-1.3	9.3	-2.5
10	COc1ccccc1-c1cc(C(F)(F)F)nc(N2CCCCC2)n1	31.8	3.5	0.4	-22.3	-3.4	-4.9	1.0	-18.9	6.6	-31.8
11	COc1cccc(C(=O)CC(C#N)c2ccc(F)cc2)c1 (stereo unspecified)	9.6	-1.8	-0.8	-5.6	-3.1	-5.4	-5.1	68.8*	0.7	-9.6
12	CCc1ccc(OCC(=O)Nc2ccc(N3CCN(S(C)(=O)=O)CC3)cc2)cc1	30.7	4.5	-0.1	0.7	-1.7	-6.9	-9.7	-7.8	-126.3	-30.7
13	COc1cc(/C=C(\C(=O)O)c2ccc(S(=O)(=O)N3CCCC3)s2)ccc1OCCC(C)C	7.0	-8.2	-1.8	8.3	3.1	0.8	3.2	1.7	.	-7.0
14	CC1CCC(NC(=O)c2cc(Cl)nc3ccccc23)CC1 (stereo unspecified)	-11.0	2.8	-1.3	.	.	-2.7	18.8	4.2	-7.2	11.0
15	O=C1C(Cc2cccc([N+](=O)[O-])c2)SC(=Nc2ccccc2)N1c1ccccc1 (stereo unspecified)	-7.3	-2.7	-1.2	-0.8	-2.6	-3.6	-1.6	-14.6	-7.4	7.3
16	O=C(c1ccc2c(=O)n(Cc3ccccc3Cl)c(=S)[nH]c2c1)N1CCCC1	-1.4	-7.5	-2.6	1.9	-3.7	-9.3	11.3	-10.4	31.3	1.4
17	Cc1ccccc1OCC(=O)Nc1ccc2[nH]ncc2c1	.	-1.2	2.8	-0.4	-4.7	1.5	14.9	-8.0	-13.1	.
18	CCOC(=O)N1CCC(NC(=O)c2cc3sccc3n2CC)CC1	-8.3	8.1	-0.6	2.1	-0.5	0.9	-2.2	3.2	-11.7	8.3
19	Cc1cc(C(=O)N2CCN(S(=O)(=O)c3ccccc3F)CC2)c(C)o1	6.0	4.6	-2.1	1.3	-2.4	-6.0	6.1	-7.3	0.5	-6.0
20	Cc1ccccc1NC1=C(Cl)C(=O)OC1OC(=O)c1ccccc1C (stereo unspecified)	-6.3	-12.2	.	5.6	-3.9	-6.8	-13.1	2.3	58.4	6.3
21	COc1ccccc1OCC(=O)n1cc(C(=O)c2cc(Cl)cc(Cl)c2O)cn1	37.1	-6.5	-1.6	-1.3	2.5	5.6	3.0	-7.3	16.8	-37.1
22	COc1cccc(-n2c(=O)n(Cc3ccccc3)c(=O)c3[nH]cnc32)c1C	10.7	6.7	-1.1	-0.6	.	0.6	.	-7.7	-10.6	-10.7
23	Nc1cc(C(=O)OCC(=O)N2CCCC2)ccc1Cl	7.9	-9.2	-1.0	0.1	5.5	-8.6	9.6	-15.0	-18.5	-7.9
24	O=C1OCCN1C(=O)[C@H]1[C@H](c2ccc([N+](=O)[O-])cc2)C(c2ccccc2)=NN1c1ccc(Br)cc1	41.3	-10.7	0.2	.	0.4	-9.0	-6.4	-14.9	-11.3	-41.3
25	CS(=O)(=O)c1ccc(C(=O)NC2CCOC2=O)cc1 (stereo unspecified)	8.0	-8.3	-3.1	-0.3	-2.7	8.1	5.6	-13.3	.	-8.0

entry	SMILES	SR-BI uptake up	dFosB act	CAL PDZ FP-1	NSD2 inh	CAL PDZ FP-2	Rtt109 HAT inh	MITF act	PvdQ acylase	PfHsp90 yeast 2	SR-BI DiI inh
26	Cc1ccc(C(=O)CCC(=O)NC2=NCCS2)cc1	9.9	-15.3	-6.2	-0.1	-3.1	-5.2	-3.3	-13.5	-8.0	-9.9
27	CCOc1ccc(C(=O)N2CCN(c3cccc(Cl)c3)CC2)cc1	-8.4	-8.9	-0.3	-1.4	-4.6	2.4	20.1	-13.1	7.3	8.4
28	CC(=O)Nc1c(O)nc(SC/C=C/CSc2nc(O)c(NC(C)=O)c(=O)[nH]2)[nH]c1=O	-2.1	8.0	-0.2	1.3	1.8	1.3	1.3	-8.4	3.7	2.1
29	CC(=O)c1cccc(NC(=O)CN2C(=O)COc3ccc(S(=O)(=O)N4CCOCC4)cc32)c1	-0.9	-10.8	-1.0	-4.9	11.6	-1.5	-1.2	-11.3	-0.1	0.9
30	COc1ccc(S(=O)(=O)Nc2cc(C)ccn2)cc1	30.1	1.8	-0.6	3.5	-1.5	-2.3	11.3	-13.5	3.9	-30.1
31	Nn1c(SCC(=O)Nc2nccs2)nnc1-c1cccnc1	31.1	-1.1	-0.3	.	-1.8	23.7	3.6	7.8	.	-31.1
32	COC(=O)C1=C(C)N=C2SC(C#N)=C(N)N2C1c1cc(OC)c(OC)c(OC)c1 (stereo unspecified)	-8.5	-0.3	-0.4	4.1	-4.8	-5.9	18.1	-4.8	7.2	8.5
33	CN(C)c1ccc(C=Nc2ccc(N(C)C)cc2)cc1	-1.3	-2.4	1.3	6.1	.	-1.9	47.1	-7.7	28.6	1.3
34	CC(=O)c1c(C)[nH]c(C(=O)NCCc2cccc(C)c2)c1C	-44.7	-9.4	-1.1	0.9	-1.1	3.0	64.3	-7.9	4.0	44.7
35	COc1cccc(NC(=O)N2CCC(n3nnc4ccccc43)CC2)c1	-22.1	-5.4	-1.0	2.0	-2.8	-6.8	15.6	-13.6	22.2	22.1
36	CC(=O)N=C1C=CC(=CN(O)C(C)(C)Cc2ccccc2)C=C1	-17.3	-0.2	-1.2	.	0.2	1.2	.	0.7	-22.1	17.3
37	COc1ccc(NS(=O)(=O)c2cc(NC(=O)CNC(=O)c3ccc(C)s3)ccc2Cl)cc1	2.8	2.2	-3.1	-1.7	-4.2	14.8	-15.0	-10.3	27.3	-2.8
38	COc1cccc2c1OC1(C)CC2NC(=O)N1Cc1ccccc1 (stereo unspecified)	9.0	0.8	.	0.9	-0.7	-2.9	.	-3.5	.	-9.0
39	CCNC(=O)COc1cccc2ccccc12	2.4	3.4	-1.5	-0.1	.	6.4	1.6	-20.6	6.5	-2.4
40	CC(C(=O)Nc1ccc(F)cc1Cl)N1CCN(S(=O)(=O)c2cccs2)CC1 (stereo unspecified)	-16.5	1.3	-0.4	-1.7	-0.9	-7.3	0.9	-12.6	8.3	16.5
41	CC(=O)n1nc(-c2ccc(C)cc2)nc1NCc1ccc(F)cc1	5.7	1.8	-1.3	-1.5	-7.8	-2.2	38.7	-2.9	-7.9	-5.7
42	CC1CCc2c(C(=O)Nc3nccs3)csc2C1 (stereo unspecified)	-24.9	-6.2	-0.9	-0.2	.	10.6	74.8	-15.1	-36.5	24.9
43	Cc1ccc(C)c(NC(=O)CSc2nnc(-c3ccccc3C)o2)c1	1.7	12.8	0.0	-0.9	.	8.8	8.9	7.1	.	-1.7

An excerpt from above, limited to PvdQ acylase:
No.	SMILES	PvdQ acylase
28	CC(=O)Nc1c(O)nc(SC/C=C/CSc2nc(O)c(NC(C)=O)c(=O)[nH]2)[nH]c1=O	-8.4
29	CC(=O)c1cccc(NC(=O)CN2C(=O)COc3ccc(S(=O)(=O)N4CCOCC4)cc32)c1	-11.3
30	COc1ccc(S(=O)(=O)Nc2cc(C)ccn2)cc1	-13.5
